Bioassay records (PubChem BioAssay)
M1 PAM parental: M1 PAM counterscreen hit in parental CHO-K1 cells; ATP EC20, Fluo-8 calcium fluorescence; 0% at ATP EC20, 100% at ATP max; AID 602247; activation, % at 3 µM; actives 0.02% (n = 360,000);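 active = activation above the run cutoff, the mean activation of all test compounds plus 3 SD, cut at about 40% in these data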;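 also: peak over basal fluorescence ratio in a 140 s read after ATP addition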
M4 PAM: positive allosteric modulators of human muscarinic M4 receptor. P08173. CHO-K1 hM4/Gqi5, Fluo-8 calcium fluorescence, ACh EC20; 0% = ACh EC20, 100% = maximal ACh. activation, % at 3 µM. actives 0.4% (n = 360,000). AID 624126;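 active = activation above its plate's cutoff, the mean activation of sample wells plus 3 SD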; also: some results filed as inactive read as strong as hits
CHRM5 agonist: agonists of human muscarinic M5 receptor (CHRM5); activation, % at 3 µM; CHO-K1 hM5 cells, Fluo-8 calcium fluorescence; 0% DMSO wells, 100% maximal acetylcholine response; AID 624037; actives 0.19% (n = 360,000);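 active = activation above the run's mean over test compounds plus 3 SD, cut at about 23% in these data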;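 also: signal is peak over basal fluorescence ratio across the kinetic read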
Target sequence (P08912 whole entry, looked up): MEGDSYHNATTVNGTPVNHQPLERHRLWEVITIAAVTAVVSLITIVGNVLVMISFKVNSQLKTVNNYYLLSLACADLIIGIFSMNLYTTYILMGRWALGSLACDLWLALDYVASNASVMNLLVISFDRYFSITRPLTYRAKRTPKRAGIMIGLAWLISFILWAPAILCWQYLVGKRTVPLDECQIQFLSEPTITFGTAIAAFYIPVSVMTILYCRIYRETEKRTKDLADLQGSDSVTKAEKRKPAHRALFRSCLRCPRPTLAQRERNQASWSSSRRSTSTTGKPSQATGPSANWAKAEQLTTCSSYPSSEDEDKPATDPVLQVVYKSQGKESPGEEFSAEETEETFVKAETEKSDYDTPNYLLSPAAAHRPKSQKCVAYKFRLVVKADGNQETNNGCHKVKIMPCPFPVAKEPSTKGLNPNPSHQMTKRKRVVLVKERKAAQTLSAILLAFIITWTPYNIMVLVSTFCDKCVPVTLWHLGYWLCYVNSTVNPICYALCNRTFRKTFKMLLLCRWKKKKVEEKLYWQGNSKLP
CRFBP-R2 agonist: CRF-BP/CRF-R2 complex agonism; HEK293 CRF-R2/CRF-BP, calcium dye fluorescence (FLIPR); percent of saturating CRF peptide response; activation, % at 13.2 µM; actives 0.46% (n = 350,000); AID 588473;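 active = activation of at least 50%, plus an integration ratio under a set limit after plate pattern correction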;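 also: plate controls were neutral control wells without compound for no effect and CRF at EC100 for full effect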
CRFR2-BP antag: CRF-BP/CRF-R2 complex antagonism; HEK293 CRF-R2/CRF-BP, CRF-induced calcium fluorescence; actives 0.59% (n = 350,000); inhibition, % at 11.8 µM; AID 588475;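 active = inhibition of the ligand-induced calcium signal above about 50% at the single tested concentration, limit read from the data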
TAAR1 antagonist: antagonists of human TAAR1; Q96RJ0; CHO RD-HGA16 TAAR1, Fluo-8 calcium fluorescence, antagonist; inhibition, % at 3 µM; actives 1.5% (n = 360,000); AID 624466;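 active = inhibition above a per-plate cutoff, the mean inhibition of test compounds on that plate plus 3 SD, cut at about 49% in these data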;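 also: 0% = DMSO plus EC80 beta-PEA response and 100% = DMSO alone without agonist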
Target sequence (Q96RJ0 whole entry, looked up): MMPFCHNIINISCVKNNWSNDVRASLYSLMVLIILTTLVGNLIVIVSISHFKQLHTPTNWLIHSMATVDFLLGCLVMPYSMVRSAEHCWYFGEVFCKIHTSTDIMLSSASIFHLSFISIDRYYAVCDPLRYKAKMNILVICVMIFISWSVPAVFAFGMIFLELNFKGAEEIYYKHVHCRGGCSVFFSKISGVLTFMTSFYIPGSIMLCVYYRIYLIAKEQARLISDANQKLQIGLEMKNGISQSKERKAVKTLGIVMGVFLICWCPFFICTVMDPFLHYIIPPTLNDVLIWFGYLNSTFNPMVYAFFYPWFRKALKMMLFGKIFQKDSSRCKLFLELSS
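Material: RD-HGA16 CHO cells with stable hTAAR1 and Gα16; Dosing: single nominal final test compound concentration of 3 µM; Schedule: seeding 17-24 h prior, 75-min 37 °C, 30-min RT dye loading; Detection: kinetic Fluo-8 calcium fluorescence measurement; Measure: % inhibition from peak post-agonist over basal fluorescence ratio; Benchmarks: vehicle and agonist controls.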
CHRM5 PAM: potentiates acetylcholine response at human M5 receptor; CHO-K1 hM5, Fluo-8 calcium, ACh EC20 PAM; 0% = ACh EC20, 100% = ACh EC100; activation, % at 3 µM; actives 0.3% (n = 360,000); AID 624038;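 active = activation above the run cutoff, the mean activation of all test compounds plus 3 SD, cut at about 18% in these data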
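Measured by: Fluo-8 calcium fluorescence; material: human M5 receptor in CHO-K1 cells; schedule: Post-acetylcholine fluorescence recording 140 s; benchmarks: low control EC20 acetylcholine (0%), high control EC100 acetylcholine (100%); read-out: Max/basal fluorescence ratio as % of EC20–EC100 ACh window; compound: single dose, 3 µM nominal final test concentration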
TAAR1 ag: agonists of human TAAR1. Q96RJ0. CHO RD-HGA16 TAAR1, Fluo-8 calcium fluorescence; vehicle wells 0%, saturating PEA agonist 100%. activation, % at 3 µM. actives 0.99% (n = 360,000). AID 624467;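 active = activation above the mean activation of all test compounds in the run plus 3 SD, cut at about 38% in these data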
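Assay system: CHO-derived RD-HGA16 cells with stable Gα16 and human TAAR1; timing: 17-24 h seeding, 75 min 37 °C dye, 30 min RT; read-out: % activation from peak over basal fluorescence ratio, DMSO-to-PEA scaled; measured by: kinetic Fluo-8 calcium fluorescence; benchmarks: low control DMSO, high control PEA (EC100); doses: 3 µM single concentration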
M5 antag: blocks acetylcholine activation of human M5 receptor; P08912; CHO-hM5 cells, Fluo-8 calcium fluorescence, ACh EC80; inhibition, % at 3 µM; actives 0.59% (n = 360,000); AID 624040;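 active = inhibition above a per-plate cutoff, the mean of that plate's test compounds plus 3 SD, cut at about 27% in these data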;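 also: 0% = acetylcholine EC80 with DMSO and 100% = DMSO without agonist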
An asterisk follows results filed as active; x = no result given.

SMILES	M1 PAM parental	M4 PAM	CHRM5 agonist	CRFBP-R2 agonist	CRFR2-BP antag	TAAR1 antagonist	CHRM5 PAM	TAAR1 ag	M5 antag
COc1ccc(O)c(-c2cc(-c3ccccc3Cl)[nH]n2)c1	-12	-7	-6	0.3	-3	28	-4	8	11
CCN(CC)C(=O)C(=O)N/N=C/c1ccc(Br)cc1	12	5	3	-3.4	16	-9	10	12	-6
O=S(=O)(NC(=NCc1ccccc1)c1ccccc1)c1ccccc1	-17	4	-2	-2.3	2	6	-3	0	7
Cn1c(SCC(=O)NC(C)(C)C)nnc1-c1cccc(NC(=O)c2ccccc2F)c1	-4	-4	0	-1.0	-1	-3	2	3	1
O=C(CSc1nc(-c2ccco2)cc(C(F)(F)F)n1)NCCN1CCOCC1	6	-1	2	-0.8	-19	-17	4	1	-6
CCCC[C@@H]1CNC(=S)N1CC1CCCCC1	-15	11	0	-2.9	4	10	1	12	10
O=C(/C=C/c1ccccc1)OCC(=O)c1ccc[nH]1	-1	-1	-2	-2.0	-1	-4	-3	0	9
Cn1c(=O)c2c(nc(NN=C3CCCC3)n2C)n(C)c1=O	3	1	2	0.1	10	1	-8	1	10
COc1cccc(C(NC(C)=O)c2nc(-c3cccc4cccnc34)cs2)c1 (centres undefined)	19	7	1	x	x	-15	1	8	8
O=C(CSc1n[nH]c(=O)[nH]c1=O)N/N=C/C=C\c1ccccc1	11	-3	-1	-4.5	-1	-5	-5	10	-3
O=C1CCC(C(=O)OCC(=O)Nc2ccc(Cl)cc2C(F)(F)F)=NN1	10	9	3	-0.6	0	0	-9	1	7
COc1cccc(/C(O)=C2\C(=O)C(=O)N(c3ccccn3)C2c2cccc(OC)c2OC)c1 (centres undefined)	10	5	-2	-1.8	-4	4	-6	3	9
CC(=O)c1cccc(NC(=O)CC2S/C(=N/N=C/c3ccccc3)NC2=O)c1 (centres undefined)	-4	5	0	-2.2	12	10	-1	2	-5
CSc1ccccc1NC(=O)CN(C)CC(=O)Nc1ccc(S(=O)(=O)N2CCCC2)cc1	10	9	4	-1.2	5	-7	8	8	-3
CC(C)(C)NC(=O)NC(=O)COC(=O)c1cccc(S(=O)(=O)N2CCCCC2)c1	17	-3	-1	-2.0	-7	0	-3	4	8
CC1=NN(c2nc(-c3ccc(C)cc3)cs2)C(=O)C1N=Nc1ccccc1O (centres undefined)	8	-3	5	42	-1	24	5	4	9
O=C1N[C@@H](Cc2ccccc2)C(=O)N2[C@@H]3N(S(=O)(=O)c4ccc(F)cc4)c4ccccc4[C@]3(Br)C[C@@H]12	18	-4	3	0.3	-8	7	0	6	5
O=C(/C=C/c1ccccc1)N1CCN(c2cccc(Cl)n2)CC1	11	2	-2	-0.9	-2	7	-3	7	4
C/C1=C\CCC2C(/C=C(\C)CC1)OC(=O)C2CN1CCCCC1 (centres undefined)	6	-6	1	2.2	3	5	5	3	3
CCNC(=S)N1CCN(C(=O)c2ccco2)CC1	6	4	-1	8.6	13	-2	0	17	1
CCc1nc(SCc2cccnc2)c(C#N)cc1C	18	7	-9	-0.2	-5	6	-2	5	1
Cn1cnnc1SCC(=O)Nc1ccc(S(=O)(=O)N2CCOCC2)cc1	16	7	0	1.1	5	1	2	3	9
COc1ccccc1C(=O)NC(=O)COC(=O)CNC(=O)c1ccccc1	6	-3	1	-2.0	-8	-14	-2	1	2
COc1nc2ccccc2c(=O)n1OCC(C)C	-1	12	-1	-2.5	-2	-9	3	-2	-6
Cc1cc(Br)c(NC(=O)CSc2n[nH]c(N)n2)c(Br)c1	2	-5	0	1.6	5	-10	-2	0	5

The list goes on:
SMILES	M1 PAM parental	M4 PAM	CHRM5 agonist	CRFBP-R2 agonist	CRFR2-BP antag	TAAR1 antagonist	CHRM5 PAM	TAAR1 ag	M5 antag
COCC1CCCN(C(=O)c2ccc3oc(C(C)C)nc3c2)C1 (centres undefined)	-1	3	-5	-0.3	6	-25	0	6	-2
O=C(Nc1ccc(S(=O)(=O)Nc2ncccn2)cc1)c1ccc(Cl)c([N+](=O)[O-])c1	8	1	3	0.2	-5	2	6	0	7
COCCNc1nnc(Cc2ccc(OC)c(OC)c2)c(=O)[nH]1	-3	0	-3	6.1	5	-13	5	14	5
O=C(CNCc1ccc(F)cc1)Nc1ccc(S(=O)(=O)N2CCOCC2)cc1	11	3	-7	0.4	-8	-16	0	6	14
O=C(Cn1c(Cn2c(-c3cnccn3)nc3ccccc32)nc2ccccc21)c1ccc(OC(F)(F)F)cc1	5	4	1	x	x	5	1	5	-2
Cc1ccc(OCC(=O)Nc2nnc(S(=O)(=O)N3CCCCCC3)s2)cc1C	16	-7	1	0.5	18	1	1	9	-2
C[C@@H]1CNC(=O)c2c(C(=O)Nc3cccc(Cl)c3)ncn21	4	2	1	0.4	5	-5	6	5	-9
Cc1cc(NC(=S)Nc2cccnc2)ccc1Br	-13	0	0	0.0	12	8	-10	9	16
CCOC(=O)c1ccccc1NC(=O)COC(=O)C1=COCCO1	27	8	-1	-1.9	1	9	6	3	-4
N#Cc1c(N)[nH]c(C(=O)c2ccccc2)c1-c1ccc(Cl)cc1	8	3	8	x	x	-21	-3	9	-2
Cc1cccc(S(=O)(=O)NCCNS(=O)(=O)c2cccc(C)c2)c1	18	1	2	-1.8	-7	-9	0	-1	-2
CC(C)(C)C1=C(C#N)C(c2cccnc2)C(C#N)=C(N)O1 (centres undefined)	3	3	-1	-0.6	-7	-5	1	3	-5
CCOc1ccc(-c2nc(S(=O)(=O)c3ccccc3)c(NCc3cccnc3)o2)cc1	13	0	-3	-0.3	-25	-2	-2	9	-3
CC(C)Cc1ccc(S(=O)(=O)N2CCN(C(=O)c3ccco3)CC2)cc1	16	-5	7	-0.7	18	11	-7	3	6
O=C(c1ccco1)N1CCN(Cc2nc3ccccc3c(=O)n2-c2ccc(F)cc2)CC1	18	-6	0	-1.4	8	12	-8	2	1
COc1ccc(NC(=O)C(NC(=O)c2ccc(=O)[nH]c2)c2ccc(OC)cc2)cc1 (centres undefined)	25	-1	-1	2.1	-5	-7	-3	0	9
CCN(CC(=O)Nc1ccc(NC(C)=O)cc1)C(=O)C1CCC1	-19	-5	5	1.4	2	-17	-4	2	0
Cc1cc(C)n2nc(C(=O)N3CCOCC3)nc2n1	-7	-4	0	-1.4	28	-19	-3	3	1
Cc1ccc(OCc2cc(C(=O)N3CCc4[nH]cnc4C3c3ccccn3)no2)cc1C (centres undefined)	22	3	-4	-1.1	-16	2	4	2	-12
Cc1ccc2cc(C)c(SCC(=O)Nc3ccc(S(=O)(=O)N4CCCC4)cc3)nc2c1	-15	-14	-8	1.3	21	-22	-5	-1	11
CC(C)C1Oc2ccccc2N(CC(=O)N(Cc2ccncc2)Cc2ccco2)C1=O (centres undefined)	2	-12	3	0.2	-5	32	-9	8	3
N#CC1=C(Nc2ccccc2Cl)SC(c2ccncc2)NC1=O (centres undefined)	13	6	3	x	x	-12	2	1	-7
Cc1ccc(C(=O)N/N=C(/CC(=O)c2cccs2)C(F)(F)F)cc1	21	-6	2	20	80*	0	-2	4	-7
Cn1cc(CCC(=O)N2CCCC(C(=O)c3ccc(C(C)(C)C)cc3)C2)cn1 (centres undefined)	13	-2	0	-1.9	-22	-6	-6	2	9
C[C@@H]1CN([C@H](C)CO)C(=O)c2cc(-c3ccc(C#N)cc3)cnc2O[C@H]1CN(C)C(=O)c1ccccc1	19	-2	-1	-1.3	-10	-10	1	4	11

The final 5 entries of the section before are carried over, then new ones follow:
SMILES	M1 PAM parental	M4 PAM	CHRM5 agonist	CRFBP-R2 agonist	CRFR2-BP antag	TAAR1 antagonist	CHRM5 PAM	TAAR1 ag	M5 antag
CC(C)C1Oc2ccccc2N(CC(=O)N(Cc2ccncc2)Cc2ccco2)C1=O (centres undefined)	2	-12	3	0.2	-5	32	-9	8	3
N#CC1=C(Nc2ccccc2Cl)SC(c2ccncc2)NC1=O (centres undefined)	13	6	3	x	x	-12	2	1	-7
Cc1ccc(C(=O)N/N=C(/CC(=O)c2cccs2)C(F)(F)F)cc1	21	-6	2	20	80*	0	-2	4	-7
Cn1cc(CCC(=O)N2CCCC(C(=O)c3ccc(C(C)(C)C)cc3)C2)cn1 (centres undefined)	13	-2	0	-1.9	-22	-6	-6	2	9
C[C@@H]1CN([C@H](C)CO)C(=O)c2cc(-c3ccc(C#N)cc3)cnc2O[C@H]1CN(C)C(=O)c1ccccc1	19	-2	-1	-1.3	-10	-10	1	4	11
O=C(NCc1ccco1)c1cc2ccccc2c(=O)o1	23	-4	-1	1.6	-7	13	-2	7	4
O=C(/C=C/NNC(=O)c1ccccc1)c1ccc(Br)cc1	6	-4	-1	-0.8	-10	-7	-4	7	2
C=CCSc1nnc(N2C(=O)C(O)=C(C(=O)c3ccco3)C2c2ccccc2F)s1 (centres undefined)	0	2	7	15	31	-47	-2	-1	19
Cc1ccccc1OCC(=O)NNC(=O)CCc1ccccc1	16	-1	-1	-1.6	-10	-16	1	-2	6
CCCN(C)C[C@H]1Oc2ncc(Br)cc2C(=O)N([C@@H](C)CO)C[C@@H]1C	6	6	3	-1.5	-4	2	4	1	4
O=C(Nc1ccc(-c2ccc(N3CCCCC3)nn2)cc1)c1ccco1	-18	-9	-2	0.2	0	14	-4	6	5
O=Cc1cccc(OCc2cccc3ccccc23)c1	-32	-1	-6	0.1	8	-8	0	0	7
COc1ccc(C2C(C(C)=O)=C(O)C(=O)N2c2ccc(O)cc2)cc1 (centres undefined)	0	-4	-2	0.5	-6	-4	-3	1	20
COc1ccc(-c2ccc(F)cc2)cc1[C@H]1[C@H]2C=CC[C@@H](C)[C@@H]2C(=O)N1Cc1ccccc1	-14	3	1	2.4	-10	-3	-6	2	6
Cc1occc1-c1nnc(SCC(=O)c2c(N)n(C3CC3)c(=O)[nH]c2=O)n1C	-2	4	0	-0.6	6	-9	6	2	-4
O=c1c(-c2ccccc2)[n+]([O-])c2ccccc2n1O	20	4	1	12	11	15	2	14	-2
CC1(C)Cc2c(cnn2-c2ccccc2)C(=O)/C1=N\NC(=O)c1ccccc1	2	-8	1	-2.7	25	3	3	6	-11
COC(=O)Nc1ccc(SCC(=O)c2ccccc2)cc1	10	1	0	-1.8	-3	14	0	12	4
S=c1[nH]nc(-c2ccc(Cl)cc2Cl)n1-c1ccccc1	-24	-1	-3	-0.6	5	0	14	8	1
CCOc1ccccc1Nc1nc(N)nc(CSc2nccc(C)n2)n1	9	0	1	-2.1	-1	-12	-1	2	8
CCN1CCN(Cc2ccc(NC(=O)c3ccc(C)c(NC(=O)c4cncc(-c5cccs5)c4)c3)cc2C(F)(F)F)CC1	-20	-8	-10	-0.5	-4	x	-20	x	-3
COc1nc(C)cc(C)c1S(=O)(=O)c1ccc(Cl)cc1	15	0	-6	0.8	-14	-28	0	0	3
O=C(CSc1nc2ccccc2c(=O)n1-c1ccc(F)cc1)NC1CCS(=O)(=O)C1 (centres undefined)	-18	8	3	0.9	5	10	4	0	-6
